TEAD-YAP block – TEAD-YAP interaction inhibition; inhibition, % at 9.12 µM; hit rate 1.4% among 640,000; HEK-TIYL cells, TEAD-Gal4/YAP UAS-luciferase luminescence; in the data active means inhibition above about 32%;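 further: 0% = median of test compound wells and 100% = reference inhibitor wells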
MITF primary – human MITF inhibition, primary screen; AlphaScreen MITF homodimerization, bead proximity signal; inhibition, % at 2.6 µM; hit rate 0.91% among 650,000; AID 1259374; in the data active means inhibition above about 50%;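 further: 0% = vehicle wells with protein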
GPR151 activ – activates the human receptor GPR151; PathHunter beta-arrestin GPR151 cells, luminescence; activation, % at 11.2 µM; hit rate 1% among 650,000; AID 1508602; in the data active means activation above about 4.9%;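 further: 0% = median of compound wells and 100% = cells with positive control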
FBW7 act – activators of human E3 ligase FBW7. Q969H0. AlphaScreen FBW7–phospho-cyclin E peptide binding, activator screen. normalized activity (activation), % at 26.1 µM. hit rate 0.13% among 650,000. AID 1259310; in the data active means normalized activity above about 1.9%;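 further: purified mutant Fbw7 with reduced substrate affinity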
Target sequence (Q969H0 whole entry, looked up): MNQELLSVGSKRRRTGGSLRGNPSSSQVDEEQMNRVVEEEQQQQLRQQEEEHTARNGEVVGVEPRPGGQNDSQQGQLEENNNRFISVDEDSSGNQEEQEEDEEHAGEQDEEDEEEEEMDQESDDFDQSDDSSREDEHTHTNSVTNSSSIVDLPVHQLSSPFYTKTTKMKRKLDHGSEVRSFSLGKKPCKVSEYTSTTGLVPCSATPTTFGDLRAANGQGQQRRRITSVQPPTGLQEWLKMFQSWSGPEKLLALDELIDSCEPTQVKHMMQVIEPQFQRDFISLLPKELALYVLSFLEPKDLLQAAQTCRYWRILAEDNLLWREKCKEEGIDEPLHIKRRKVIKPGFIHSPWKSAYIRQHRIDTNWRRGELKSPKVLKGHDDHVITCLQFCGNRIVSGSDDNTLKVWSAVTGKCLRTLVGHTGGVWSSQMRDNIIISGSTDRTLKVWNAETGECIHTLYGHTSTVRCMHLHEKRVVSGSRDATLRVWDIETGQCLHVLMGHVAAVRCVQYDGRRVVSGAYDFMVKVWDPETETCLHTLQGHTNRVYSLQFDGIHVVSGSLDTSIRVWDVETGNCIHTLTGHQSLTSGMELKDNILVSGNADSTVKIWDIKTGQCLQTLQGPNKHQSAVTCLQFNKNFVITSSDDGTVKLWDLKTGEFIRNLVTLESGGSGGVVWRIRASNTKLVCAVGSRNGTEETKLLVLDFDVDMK
* hit, by the source's call; & = joins results of further samples; ! = not confirmed by another sample.

SMILES	TEAD-YAP block	MITF primary	GPR151 activ	FBW7 act
CCC(Sc1nnc(-c2ccccc2)n1N)C(=O)O (stereo not drawn)	-0.1	3.1	-1.0	0.1
Cc1noc(C(=O)Nc2ccccc2C(F)(F)F)c1Cl	-6.5	4.3	0.5	-0.2
Cc1nc(SCC(=O)Nc2cc(Cl)ccc2C#N)nc(C)c1C	-15.4	13.7	-0.8	0.5
Cc1ccc(C(=O)CSc2nnc(-c3ccccc3[N+](=O)[O-])o2)cc1	-5.8	6.3	-0.5	0.6
CCN1CCN(c2cc(C)c3cc(NC(=O)/C=C/c4ccc(C)o4)ccc3n2)CC1	1.5	-7.8	0.1	-0.1
Cc1ccc(/C=C(\C#N)C(=O)Nc2ccccc2)cc1[N+](=O)[O-]	-2.7	-4.4	-1.8	-0.1
CN1C(=O)CCC12CCN(Cc1ccc(-c3ccc(Cl)cc3)o1)CC2	-2.6	6.4	-0.2	-0.1
Cc1ccccc1Nc1sc(C(=O)c2ccc(Cl)cc2)c(N)c1C#N	11.1	-7.5	0.6	-0.1
CC(=O)N1CCN(CC(O)COc2ccc(Br)cc2)CC1 (stereo not drawn)	6.4	47.0	-0.5	0.2
CCOc1ccc(-n2c(=S)sc3c(=O)n(-c4ccc(C)cc4)c(SCC(=O)NC(C)CC)nc32)cc1 (stereo not drawn)	-7.5	-4.6	-1.3	-0.2

Three entries out of the list, arranged by SMILES length, highest first:
SMILES	TEAD-YAP block	MITF primary	GPR151 activ	FBW7 act
CCN1CCN(c2cc(C)c3cc(NC(=O)/C=C/c4ccc(C)o4)ccc3n2)CC1	1.5	-7.8	0.1	-0.1
Cc1nc(SCC(=O)Nc2cc(Cl)ccc2C#N)nc(C)c1C	-15.4	13.7	-0.8	0.5
Cc1noc(C(=O)Nc2ccccc2C(F)(F)F)c1Cl	-6.5	4.3	0.5	-0.2

Record cards, from the list above.
`CN1C(=O)CCC12CCN(Cc1ccc(-c3ccc(Cl)cc3)o1)CC2` is entered as TEAD-YAP block = -2.6; MITF primary = 6.4; GPR151 activ = -0.2; FBW7 act = -0.1
`Cc1ccc(/C=C(\C#N)C(=O)Nc2ccccc2)cc1[N+](=O)[O-]` is entered as TEAD-YAP block = -2.7; MITF primary = -4.4; GPR151 activ = -1.8; FBW7 act = -0.1

More results follow:
SMILES	TEAD-YAP block	MITF primary	GPR151 activ	FBW7 act
CCSc1nnc(NC(=O)/C=C/c2cccc([N+](=O)[O-])c2)s1	4.1	5.5	0.2	0.1
CN1CCN(CC#CC(C)(C)O)CC1	2.4	4.1	-1.4	0.5
COCCNC(=O)c1sc2ncn(CC(=O)N3CCCCC3)c(=O)c2c1C	-0.5	12.9	0.0	-0.1
N#Cc1cccc(S(=O)(=O)NCCc2ccc(F)cc2)c1	5.3	-2.0	0.3	0.0
CCCCOc1ccc(N2C(=O)C3CC(C)=C(C)CC3C2=O)cc1 (stereo not drawn)	-2.4	6.1	0.7	0.0
C=CCn1c(O)c(C=Nc2ccc(C(=O)OCCN(CC)CC)cc2)c(=O)[nH]c1=O	1.4	4.3	-0.7	0.4
O=C(NCc1ccc(Cl)cc1)c1nn2c(c1Cl)NC(c1ccccc1)CC2C(F)(F)F (stereo not drawn)	17.2	-0.5	-1.0	0.2
O=C(Cc1ccc(Cl)cc1)Nc1nc2ccccc2[nH]1	-15.0	11.2	3.2	0.5
Cc1c(C(=O)Nc2ccc(F)c(Cl)c2)sc2ncnc(N3CCc4ccccc4C3)c12	0.2	1.4	-1.4	0.0
CC1CCC(NC(=O)Cn2c(=O)[nH]c3ccccc3c2=O)CC1 (stereo not drawn)	-9.6	-2.1	0.0	-0.1
Cc1cc(C(=O)NCC2Cc3cccc(-c4ncccn4)c3O2)c(=O)[nH]c1C (stereo not drawn)	0.4	-4.7	1.0	0.0
Cc1cc2c(cc3c(SCc4ccccn4)nncn32)o1	-9.6	2.5	1.6	-1.0
CC(NC(=O)OC1CCCCC1)N1C(=O)C2C3C=CC(C3)C2C1=O (stereo not drawn)	1.3	2.5	1.8	-0.2
CC(C(O)c1ccc(O)cc1)N1CCC(Cc2ccccc2)CC1 (stereo not drawn)	-2.7&-4.2&9.9	26.5&7.1&4.6&29.5&15.5	10.4*!	-0.1&-0.1&-0.1&-0.1&0.1
COc1ccc(CCNC(=O)CCCOc2ccc(C)cc2)cc1OC	-0.1	-1.1	2.0	0.0
C=CCN1C(=O)C(C(c2ccc(Cl)cc2)C2C(=O)NC(=S)N(CC=C)C2=O)C(=O)NC1=S (stereo not drawn)	4.0	7.0	0.8	-0.2
CCCN1C(=O)C(O)(CC(=O)c2ccc(C)cc2)c2cc(Br)ccc21 (stereo not drawn)	4.8	12.6	0.2	0.1
CCOC(=O)COc1ccc2oc(=O)cc(C)c2c1	6.5	12.2	-0.9	0.1
CC(C)CCN1C(=O)C2C(C(=O)Nc3cc(Cl)cc(Cl)c3)C3C=CC2(O3)C1C(=O)NC1CCCCC1 (stereo not drawn)	-6.8	-10.5	-0.4	0.0
Nc1nc(O)c(C2=c3cc([N+](=O)[O-])ccc3=NC2=O)s1	8.2	-7.6	-0.3	-0.2
CCOC(=O)c1ccc(-c2nnc(COc3cccc(C)c3)o2)cc1	8.4	13.7	-0.9	0.1
Cc1nc(Nc2ccc(Oc3ccccc3)cc2)c2c3c(sc2n1)CCCC3	0.4	8.3	-1.0	-0.1
CCCC(=O)NC(c1ccco1)c1cc([N+](=O)[O-])c2cccnc2c1O (stereo not drawn)	1.8	4.0	0.0	-0.1
COc1cccc(/C=C2/SC(=Nc3ccccc3)NC2=O)c1OC	-58.4	1.8	0.0	-0.1
Nc1nonc1-c1nc2ccccc2n1CC(=O)N/N=C\c1cc(Cl)ccc1O	17.6	6.2	1.4	0.0
COc1ccc(N2CCN(C3CCN(C(C)=O)CC3)CC2)cc1	-0.3	2.8	0.7	-0.1
O=C(Nc1ccc2c(c1)Cc1ccccc1-2)c1cc(Br)ccc1I	-8.5	-2.6	1.1	-0.1
COc1ccc(C(C)(C)C)cc1NC(=O)c1ccco1	5.6	4.1	1.9	-0.1
O=C(CSc1nnc(-c2cccs2)n1Cc1ccco1)NC1CCCC1	3.4	3.8	-1.0	0.1
CC1(C)Cc2c(sc3nc(CCc4ccccc4)n(N)c(=O)c23)CO1	1.1	6.7	-1.1	-0.1
CCC(C)NC(=O)C/C(C)=N\NC(=O)COc1ccccc1 (stereo not drawn)	-1.5	0.7	0.9	-0.1
O=C(O)CSc1nnnn1-c1ccccc1	8.2	2.9	-0.5	0.2
CCCOc1ccc(/C=c2\sc3n(c2=O)C(c2ccccc2)C(C(=O)OCC)=C(C)N=3)cc1 (stereo not drawn)	-0.9	-2.5	1.9	-0.1
COc1ccc2[nH]c3nc(SCC(=O)NC45CC6CC(CC(C6)C4)C5)nnc3c2c1	-5.3	-8.8	-0.3	1.3
CSc1cccc(CN2CCN3C(=O)[C@H](CC(C)C)NC(=O)[C@H]3C2)c1	14.4	6.2	-1.1	0.1
N/C(=N\OC(=O)c1cc(Cl)ccc1Cl)c1ccccn1	44.3*	17.9	-7.1	0.8
CCc1ccc(C2C(C#N)=C(N)N(c3ccccc3Cl)C3=C2C(=O)CC(C)(C)C3)s1 (stereo not drawn)	-7.4	-8.1	1.9	0.0
O=C1CN(C(=O)CN2C(=O)NC(Cc3c[nH]c4ccccc34)C2=O)c2ccccc2N1 (stereo not drawn)	-0.5	7.3	2.0	-0.1
COc1ccc(C(=O)C[n+]2cn(C(F)F)c3ccccc32)c(F)c1	-58.0	-14.0	-2.2	-0.1
CCOc1ccc(/C=C/C(=O)Nc2ccc(Cl)cn2)cc1	-20.9	-5.4	0.2	-0.1
COC(=O)c1sccc1NC(=O)c1cc(OC)c(OC)c(OC)c1	6.9	2.3	0.0	0.2
Cc1ccc(-n2ncc3c(SCC(=O)c4ccccc4)ncnc32)c(C)c1	-32.9	-1.3	-1.2	0.1
O=C(NCc1ccccc1)c1cccc(N2CCc3ccccc3C2)c1	-1.2	-1.0	1.6	-0.1
O=C(NCC1(c2ccccc2)CCOCC1)Oc1ccccc1	9.6	12.7	-0.8	0.0
O=C(Nc1ccc(Br)cc1)C1C2C=CC3(O2)C1C(=O)N(Cc1ccc(Cl)cc1)C3C(=O)NC1CCCCC1 (stereo not drawn)	-6.5	1.1	0.2	-0.1
CNC(=O)[C@@H]1C[C@@H](NCc2ccc(C(F)(F)F)cc2)CN1Cc1ccncc1	-2.9	8.8	-0.4	0.0
O=C(O)CSc1ncnc2c1nnn2Cc1ccccc1F	-4.7	-5.0	0.0	-0.1
CC(NC(=O)C(NC(=O)C1CCCN1C(=O)OC(C)(C)C)C(C)C)C(N)=O (stereo not drawn)	-2.9	6.7	0.5	0.0
Cc1ccc(O)c(C2=NCCNC(C(F)(F)F)=C2)c1	-0.8	16.5	1.1	-0.3
Cc1cc(C(=O)NC(C)C(C)(C)C)no1 (stereo not drawn)	10.9	1.1	-0.7	-0.2

Additional entries
SMILES	TEAD-YAP block	MITF primary	GPR151 activ	FBW7 act
C=CCn1c(COc2cccc3ccc(C)nc23)nnc1SCC(=O)OC	-4.5	5.0	0.0	0.1
Cc1cccc(N(CC(=O)N(C)Cc2ccccc2)S(=O)(=O)c2ccccc2)c1C	-5.2	12.2	-1.0	-0.1
COC(=O)c1ccc(NC(=O)/C=C/c2ccc(Cl)cc2)cc1	-26.9	6.2	1.8	0.1
O=C(NCc1ccco1)/C(=C\c1cccs1)NC(=O)c1cccs1	0.4	3.9	0.0	-0.3
O=C(O)c1ccc(Cn2c(SCc3cc(=O)n4cc(Br)ccc4n3)nc3ccsc3c2=O)cc1	-17.8	5.3	7.3*	0.0
COc1ccccc1NS(=O)(=O)c1ccc(S(=O)(=O)N2CCOCC2)cc1	-12.1	-7.0	2.8	-0.2
Cn1c(=O)c2c(nc(NCc3ccccc3)n2CC(O)COc2ccc(Cl)cc2)n(C)c1=O (stereo not drawn)	6.7	-2.2	0.4	0.0
Cc1ccccc1-n1nc2c(c1NC(=O)c1cccc(Cl)c1)CS(=O)(=O)C2	3.2	-1.6	2.9	-0.1
O=C(C1=C(O)C(=O)N(Cc2cccnc2)C1c1ccccc1)c1ccco1 (stereo not drawn)	-4.0	15.9	1.8	0.0
CCOC(=O)C1=C(C)N=c2s/c(=C\c3ccc(OCc4ccccc4)cc3)c(=O)n2C1c1ccc(OC)c(OC)c1 (stereo not drawn)	5.6	-5.3	0.3	-0.1
COc1cc(C(NC(=O)c2ccc(-n3cnnn3)cc2)C(=O)Nc2c(C)cccc2C)ccc1O (stereo not drawn)	-0.7	4.4	0.2	0.0
COc1c(C)cccc1C(=O)Nc1ccccc1Br	0.5	-3.2	0.6	0.0
O=Cc1ccc(OCc2ccc(Br)cc2)cc1	-49.1	-1.3	-1.5	0.1
COc1ccc(OCC(=O)N(C)c2nc(-c3ccc(OC)cc3)cs2)cc1	4.1	-2.3	-0.7	0.1
COc1ccc(-c2nc3ccc(C(=O)NCCO)cc3s2)cn1	-38.8	0.3	-1.5	-0.1
O=C(Nc1ccc(-c2cn[nH]c2)cc1OCCCO)NC(CCO)c1ccccc1 (stereo not drawn)	-0.5	14.7	-0.2	0.4
Cc1ccc(S(=O)(=O)Nc2ccccc2C(=O)Nc2nc(-c3ccc(Cl)cc3)cs2)cc1	52.9*	2.5	1.0	0.1
CCOC(=O)C1=C(c2ccccc2)Nc2ncnn2C1c1cccc(Br)c1 (stereo not drawn)	-4.5	4.0	0.9	0.0
COc1ccc2oc(=Nc3ccc(C(=O)O)cc3)c(C(N)=O)cc2c1	-1.2	-3.0	-0.5	-0.1
Cc1cc(C)nc(-n2cc(C(N)=O)cn2)n1	-10.0	-11.3	0.1	-0.1

Just MITF primary, for 2 of the compounds above:
SMILES	MITF primary
Cc1cccc(N(CC(=O)N(C)Cc2ccccc2)S(=O)(=O)c2ccccc2)c1C	12.2
CCN1CCN(c2cc(C)c3cc(NC(=O)/C=C/c4ccc(C)o4)ccc3n2)CC1	-7.8

(continued)
SMILES	TEAD-YAP block	MITF primary	GPR151 activ	FBW7 act
O=C(Nc1ccc2c(c1)C(=O)NCCO2)c1ccccc1F	-17.5	4.8	-4.5	0.1
CC(=O)c1cccc(NC(=O)C2CC3CCCN3C23C(=O)Nc2ccccc23)c1 (stereo not drawn)	-0.8	-1.4	0.4	0.2
CCOC(=O)C1=C(O)/C(=C/c2ccccc2OC)SC1=Nc1ccc(C)cc1	-1.1	3.6	0.6	-0.1
COc1cccc(/C(C)=N/NC(=O)c2nnn(-c3nonc3N)c2CN2CCOCC2)c1	5.0	0.4	2.1	-0.1
Cc1ccc(S(=O)(=O)N(CC(=O)Nc2ccc(C)c(C)c2)c2cccc(Cl)c2)cc1	0.3	0.6	-0.6	0.3
O=C(NCC1CCCO1)c1ccc2c(=O)n(Cc3ccco3)c(SCc3ccc([N+](=O)[O-])cc3)nc2c1 (stereo not drawn)	10.4	3.9	-1.2	0.1
CCCCc1ccc(NC(=S)NC(=O)c2ccco2)cc1	-23.5	-7.6	-0.9	-0.1
CC1=C(C(=O)OCCc2ccccc2)C(c2cccc(Oc3ccccc3)c2)C2=C(CCCC2=O)N1 (stereo not drawn)	0.0	-6.6	0.8	0.0
Cc1ccccc1C(=O)NNC(=O)CCC(=O)Nc1cccc(Cl)c1C	-6.2	-5.8	0.7	0.0
Cc1ccc(C2NC(=O)c3c(sc4c3CCN(C)C4)N2)cc1 (stereo not drawn)	-0.3	0.5	0.9	-0.3
CCc1cccc(NC(=O)c2[nH]c(C)c(C(C)=O)c2CC)c1	-21.4	18.9	-0.5	0.5

Screening results from PubChem BioAssay.
